Cdc42 wt: modulators of GTP binding to wildtype Cdc42, primary screen, biochemical, multiplex bead flow cytometry, Bodipy-GTP; GST-Cdc42 beads; actives lie on both sides; percent activity (GTP binding), % at 10 µM; AID 761, 2007; Cell division control protein 42 homolog (Homo sapiens), P60953; 190,000 compounds, 0.2% hits;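 active means percent activity GTP binding at least 20 points away from the 100% baseline, either down as inhibitor or up as activator; inconclusive means compound flagged as likely green fluorescent from well-wide comparison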;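 further: median bead fluorescence of bound Bodipy-FL-GTP at 100 nM; 0% = excess unlabeled GTP control and 100% = no compound control; below 100% means less GTP binding so inhibitor and above means activator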
Target sequence (P60953 whole entry, looked up): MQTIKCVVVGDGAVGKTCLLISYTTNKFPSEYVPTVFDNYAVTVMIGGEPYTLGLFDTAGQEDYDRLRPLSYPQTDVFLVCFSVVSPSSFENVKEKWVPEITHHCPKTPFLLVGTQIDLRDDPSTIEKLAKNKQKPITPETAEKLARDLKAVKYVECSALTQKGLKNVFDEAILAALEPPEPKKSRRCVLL
Rab2 wt GTP: modulators of GTP binding to Rab2A wildtype, primary screen, biochemical, dog, bead-based flow cytometry, multiplex | AID 760, 2007 | GST-Rab2 wt beads, Bodipy-GTP binding | Ras-related protein Rab-2A (Canis lupus familiaris), P61105 | 190,000 compounds, 0.19% hits | GTP binding activity, % at 10 µM;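 active means GTP binding activity at least 20 points away from 100%, either lowered or raised; inconclusive means signal likely due to the compound's own green fluorescence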;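 further: 0% = beads with excess unlabeled GTP and 100% = no-compound control corrected for plate trend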
Bim-Bfl-1: inhibitors of Bim binding to Bfl-1, primary screen, biochemical, multiplexed, bead-based flow cytometry. Bcl-2-related protein A1 (Homo sapiens), Q16548. Bim-Bfl-1 binding inhibition. inhibition, % at 10 µM. 190,000 compounds, 0.12% hits;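 further: 0% = wells without compound plus tracer and 100% = blocker peptide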
Bcl-2 Bim block: inhibitors of Bim-Bcl-2 binding, primary screen, biochemical, multiplexed, human Bcl-2 family; 190,000 compounds, 0.06% hits; Apoptosis regulator Bcl-2 (Homo sapiens), P10415; Bead-based flow cytometry, Bim peptide-Bcl-2 binding; inhibition, % at 10 µM; in the data active means inhibition above about 40%; inconclusive means no clear call, values can overlap the other calls;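 further: 0% = no compound wells with probe peptide and 100% = reference peptide inhibitor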
Rac1 wt GTP bind: wildtype Rac1 GTP binding modulators, primary screen, biochemical, GST-Rac1 beads, flow cytometry, multiplex. Ras-related C3 botulinum toxin substrate 1 (Homo sapiens), P63000. fluorescent GTP binding; actives lie on both sides; 0 = cold GTP competed, 100 = untreated. GTP binding activity (% of control), % at 10 µM. 190,000 compounds, 0.27% hits. AID 757, 2007;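 active means GTP binding activity at least 20 points away from the 100% control level, either lower or higher; inconclusive means compound flagged as likely green fluorescent, judged across all proteins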
Bim-Bcl-W: inhibitors of Bim binding to Bcl-W, primary screen, biochemical, multiplexed, bead-based flow cytometry; Bcl-2-like protein 2 (Homo sapiens), Q92843; Bim peptide-Bcl-W binding; inhibition, % at 10 µM; 190,000 compounds, 0.02% hits; AID 952, 2007;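 further: 0% = bound tracer without compound and 100% = peptide blocker; higher means less fluorescent Bim peptide bound to Bcl-W beads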
Target sequence (Q92843 whole entry, looked up): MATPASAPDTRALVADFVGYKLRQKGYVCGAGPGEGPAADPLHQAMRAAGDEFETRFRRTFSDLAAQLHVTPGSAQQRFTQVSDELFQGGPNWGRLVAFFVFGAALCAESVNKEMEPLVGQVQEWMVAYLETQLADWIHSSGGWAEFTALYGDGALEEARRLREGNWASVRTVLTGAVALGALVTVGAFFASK
Bim-Bcl-XL: inhibitors of Bim-Bcl-XL binding, primary screen, biochemical, multiplexed, bead flow cytometry, human Bcl-XL; Bcl-2-like protein 1 (Homo sapiens), Q07817; Bim peptide-Bcl-XL binding, fluorescence; inhibition, % at 10 µM; 190,000 compounds, 0.04% hits
Target sequence (Q07817 whole entry, looked up): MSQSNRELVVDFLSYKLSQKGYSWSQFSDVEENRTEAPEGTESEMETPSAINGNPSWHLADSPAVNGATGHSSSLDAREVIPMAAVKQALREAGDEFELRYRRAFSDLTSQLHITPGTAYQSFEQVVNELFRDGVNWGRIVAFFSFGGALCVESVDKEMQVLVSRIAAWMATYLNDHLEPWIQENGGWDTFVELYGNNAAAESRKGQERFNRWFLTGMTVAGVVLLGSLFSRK
Bcl-B Bim block: inhibitors of Bim-Bcl-B binding, primary screen, biochemical, multiplexed, human Bcl-2 family; bead-based flow cytometry, Bim peptide-Bcl-B binding; inhibition, % at 10 µM; 190,000 compounds, 0.073% hits; AID 951, 2007;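 further: 0% = tracer peptide without compound and 100% = reference inhibitor peptide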
Target sequence (Q9HD36 whole entry, looked up): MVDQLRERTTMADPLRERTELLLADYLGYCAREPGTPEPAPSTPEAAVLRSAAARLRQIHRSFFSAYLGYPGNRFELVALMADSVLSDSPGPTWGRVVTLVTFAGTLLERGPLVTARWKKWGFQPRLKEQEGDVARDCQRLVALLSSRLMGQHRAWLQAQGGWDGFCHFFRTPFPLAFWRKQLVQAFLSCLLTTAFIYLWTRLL
Rab7 wt GTP bind: modulators of GTP binding to Rab7, primary screen, biochemical, wildtype, multiplex bead flow cytometry. GST-Rab7 beads, fluorescent GTP binding; actives lie on both sides; untreated = 100%, excess cold GTP = 0%. GTP binding activity (percent of control), % at 10 µM. AID 758, 2007. Rab7 GTPase wild type (dog), Bodipy-FL-GTP binding. 190,000 compounds, 0.055% hits;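 active means fluorescent GTP binding to Rab7 beads changed by at least 20 points from the 100% baseline, either direction, mostly lower; inconclusive means compound itself probably fluorescent, or too few beads counted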;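 further: median green fluorescence of bound Bodipy-FL-GTP per Rab7 bead population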
HRas wt GTP: modulators of GTP binding to HRas wildtype, primary screen, biochemical, bead-based flow cytometry, multiplex; GST-Ras wt beads, Bodipy-FL-GTP binding; actives lie on both sides; GTP binding activity, % at 10 µM; 190,000 compounds, 0.14% hits; AID 759, 2007;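 active means GTP binding activity at least 20% away from the 100% baseline, either lowered as inhibitor or raised as activator; inconclusive means flagged as likely green fluorescent, judged across all proteins in the well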;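 further: 0% = unlabeled GTP competition control and 100% = no-compound control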
Target sequence (P01112 whole entry, looked up): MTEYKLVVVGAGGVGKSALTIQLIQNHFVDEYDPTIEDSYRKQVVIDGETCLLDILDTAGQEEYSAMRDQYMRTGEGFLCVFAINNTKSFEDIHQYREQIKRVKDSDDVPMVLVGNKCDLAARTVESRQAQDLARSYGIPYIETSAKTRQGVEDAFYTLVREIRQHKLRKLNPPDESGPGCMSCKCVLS
Rac1 mut GTP: GTP binding modulators of activated mutant Rac1, primary screen, biochemical, bead-based flow cytometry, multiplex, fluorescent GTP. Ras-related C3 botulinum toxin substrate 1 (Homo sapiens), P63000. GST-Rac1 activated beads; actives lie on both sides; 100% means binding = to untreated wells. percent activity (GTP binding), % at 10 µM. 190,000 compounds, 0.11% hits;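 active means GTP binding at least 20 percentage points away from the 100% baseline, in either direction, so actives lie on both sides; inconclusive means Compound likely fluorescent itself, or too few beads counted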
* = called active by the depositor; ? = inconclusive. Unless noted, no stated cut-off is given here; in the data, active means inhibition above about 40%.

item	molecule	Cdc42 wt	Rab2 wt GTP	Bim-Bfl-1	Bcl-2 Bim block	Rac1 wt GTP bind	Bim-Bcl-W	Bim-Bcl-XL	Bcl-B Bim block	Rab7 wt GTP bind	HRas wt GTP	Rac1 mut GTP
1	COc1ccccc1NC(=O)CSc1ccc2nnc(-c3cccnc3)n2n1	?	?	-10	-5	?	6	9	7	?	?	?
2	CC1(C)Cc2ccccc2C(C(Cc2ccccc2)C(N)=O)=N1 (stereo not given)	95	95	-5	-2	97	1	-1	-1	95	94	95
3	O=C(Nc1nccs1)c1csc2c1CCCC2	100	99	2	-6	104	2	-4	-7	98	100	98
4	O=C(NCc1ccc2c(c1)OCO2)C(=O)NCC1CCCO1 (stereo not given)	104	96	-2	0	101	-2	-3	-6	98	98	97
5	COc1cccc(/C=N/NC(=O)c2c(-c3ccccc3)noc2C)c1	98	96	0	2	96	1	-1	1	98	98	97
6	Cc1cc(=S)cc(C)n1CCCO	101	102	-4	-3	111	-3	-1	-3	103	104	103
7	CCN(CC)S(=O)(=O)c1cccc2c(N(C)C)cccc12	101	102	-1	-2	101	0	0	-2	100	103	95
8	O=C(N[C@@H](Cc1ccc(O)cc1)C(=O)O)C(c1ccccc1)c1ccccc1	99	99	-5	-4	101	-6	-3	-8	107	97	98
9	CC(CCc1ccccc1)NC(=O)COC(=O)c1ccccc1O (stereo not given)	100	94	1	-2	98	-1	0	-1	96	98	97
10	COc1ccc(CCN(C)C(=O)CSc2ncnc3sccc23)cc1OC	98	99	-5	-6	97	-3	-2	-5	106	100	95
11	O=c1cc(-c2ccccc2F)nc(-c2ccccc2F)o1	100	96	-18	-4	100	-2	-2	-3	102	97	98
12	Cc1cc(C(=O)CN2C(=O)NC3(CCCc4ccccc43)C2=O)c(C)n1Cc1cccs1 (stereo not given)	105	108	-1	-1	107	0	1	-4	104	103	101
13	O=S(=O)(Cc1nc2ccccc2s1)c1ccccc1	103	102	-5	-3	102	-1	-1	-3	100	101	100
14	Cc1cccc(-n2c(SCC(=O)Nc3cccc(S(=O)(=O)NC4=NCCCCC4)c3)nc3ccccc3c2=O)c1C	100	102	0	-2	102	-1	-4	-4	110	105	98
15	COc1ccc(CC(=O)NCCc2ccc(Cl)cc2Cl)cc1	96	94	6	3	98	-1	0	2	97	96	93
16	COc1ccc(CN2CCCC(CNC(=O)c3ccc(F)cc3)C2)cc1OC (stereo not given)	97	97	-9	-5	99	-2	-4	-6	96	97	95
17	CCOc1ccc2nc(NCCCNS(=O)(=O)c3ccccc3)c(C#N)cc2c1	101	103	1	0	102	-3	0	-10	105	102	99
18	O=c1[nH]nc(CSCc2ccccc2Cl)[nH]1	105	102	-16	-13	105	-3	2	-13	99	101	100
19	O=C(NCCc1c[nH]c2ccccc12)Nc1ccccc1	103	100	-13	-10	106	0	-9	-9	102	103	102
20	CCc1c(C)sc(NC(=O)CCc2ccc(OC)cc2)c1C(N)=O	99	98	-5	-2	97	3	0	-8	98	100	97
21	Cc1cc(C)nc(N2CCC(C(=O)Nc3ccc4c(c3)OCO4)CC2)n1	102	103	0	-3	103	0	-4	-4	102	103	100
22	CCC(=O)Nc1sc2c(c1C(=O)N(C)C)CCCCC2	104	101	-1	-3	105	-5	-6	-4	98	102	101
23	c1ccc(-c2nnc(CN3CCC4(CC3)OCCO4)o2)cc1	101	102	-13	-7	104	0	-1	-7	98	103	102
24	O=C(Cc1ccc(Br)cc1)N1CCCCCC1	101	105	-10	-9	108	-2	-3	-5	100	105	100
25	CCn1c(CSc2ncccn2)nnc1SCC(=O)N1CCCCC1	97	97	-4	-3	95	0	0	-4	95	95	95
26	Cc1ccc(-c2nc(CN3CCCCC3)cc(CN3CCCCC3)c2O)cc1	97	97	-1	-4	97	-4	-2	-3	93	97	96
27	COc1ccc(CONc2ncnc3nonc23)cc1[N+](=O)[O-]	100	98	-9	-4	98	-2	-3	-6	96	99	96
28	Oc1ccccc1-c1n[nH]c(=S)n1Cc1ccco1	102	100	-6	-7	106	3	-3	-11	99	103	100
29	Cc1cccc(Nc2nc(N)nc(CSc3nccn3C)n2)c1	103	103	-3	-4	99	-4	-3	-6	98	103	100
30	O=C(N/N=C/c1cccnc1)c1ccc(NC(=O)C(c2ccccc2)c2ccccc2)cc1	102	97	-16	-6	98	-6	-6	-12	97	97	100
31	CCOC(=O)c1cc(C(C)=O)c(=O)n(C)c1N	96	96	-9	-9	94	0	-11	-7	95	95	95
32	Cc1nn(C)cc1C(=O)Nc1ccccc1Br	102	99	1	1	107	0	-3	0	104	102	100
33	COc1ccc(CC(NC(C)=O)C(=O)NC2CCN(S(=O)(=O)c3cccc4ccccc34)CC2)cc1OC (stereo not given)	102	102	-2	-3	101	-3	-5	-8	100	100	100
34	COc1ccc(NC(=O)c2cnc(C)cn2)c2ncccc12	103	99	0	-1	103	0	0	0	98	102	100
35	Cc1ccc(N2CC(c3nc4ccccc4[nH]3)CC2=O)c(C)c1 (stereo not given)	99	101	-13	-6	102	0	-3	-4	100	99	98
36	CN1CCN(C2=Nc3cc(Cl)ccc3Nc3ccccc32)CC1	102	104	-3	-2	101	-2	-4	-7	101	101	102
37	O=C(CSc1ncccc1C(=O)O)c1cccc(C(F)(F)F)c1	100	99	-3	-1	97	0	0	-1	105	98	93
38	Cc1cccc(-c2nc(CN3CCCC(C(=O)NC4CCCCC4)C3)c(C)o2)c1 (stereo not given)	103	103	-2	-3	101	-2	-3	-2	102	104	101
39	C=CCn1c(=N)n(CC(=O)c2ccc(Br)s2)c2ccccc21	95	100	-6	-5	101	-6	-11	-10	98	99	98
40	COc1ccc(/C=N/NC(=O)c2cccc([N+](=O)[O-])c2)cc1OC	95	99	-6	-1	99	0	-4	1	109	98	94
41	CSC1=N/C(=C\c2ccc(C)o2)C(=O)S1	94	94	-1	0	94	-7	-14	-2	96	94	94
42	O=c1oc2ccccc2cc1NCc1ccccc1O	97	95	-9	-11	100	1	-5	-6	99	98	97
43	O=C(N/N=C/c1ccco1)c1ccc(Br)o1	102	102	-4	0	111	-6	-3	-5	101	101	101
44	N=c1c(C(=O)NCc2ccc(F)cc2)cc2c(=O)n3ccccc3nc2n1CCCN1CCOCC1	105	100	-17	-9	109	1	-6	-10	97	102	100
45	CCCn1c(SCC#N)nc2c(c1=O)C1(CCCC1)Cc1ccccc1-2	98	99	-19	-11	102	-4	-13	-9	96	98	98
46	O=C(Nc1nccs1)c1ccc(CSc2nnnn2-c2ccccc2)cc1	81	82	2	2	89	12	16	15	94	80	91
47	CCCNc1ccc(S(=O)(=O)N(C(C)C)C(C)C)cn1	102	100	0	-2	103	-3	-7	-4	99	103	101
48	CCOc1ccccc1NC(=O)NC(=O)N(C)S(C)(=O)=O	96	94	1	-2	100	-2	-5	-11	101	97	95
49	COc1cnc(-c2ccccc2)nc1OC	103	99	-4	-3	98	-4	0	-4	100	100	97
50	CC(=O)N1CCC(C(=O)c2ccc(Cl)cc2)CC1	106	103	-17	-9	107	-1	-4	-8	99	103	101

Further compounds:
item	molecule	Cdc42 wt	Rab2 wt GTP	Bim-Bfl-1	Bcl-2 Bim block	Rac1 wt GTP bind	Bim-Bcl-W	Bim-Bcl-XL	Bcl-B Bim block	Rab7 wt GTP bind	HRas wt GTP	Rac1 mut GTP
51	O=C(NCc1nc2ccccc2[nH]1)C1=C[C@H](c2ccc(Br)cc2)C[C@H](OCc2ccc(CO)cc2)O1	94	96	0	-2	98	0	2	0	104	96	96
52	O=C(/C=C/c1ccccc1)Oc1ccc(C(=S)N2CCOCC2)cc1	99	98	-4	0	99	-8	-4	-11	105	98	95
53	O=C(NCC1CCCO1)c1c(O)c2cccc3c2n(c1=O)CCC3 (stereo not given)	100	98	-17	-8	99	-7	-13	-11	100	99	97
54	CC1=C(C(=O)OC(C)(C)C)C(c2ccco2)C(C#N)=C(N)O1 (stereo not given)	102	100	3	5	101	0	4	0	99	101	99
55	COc1ccc(NC(=S)N2CCCC2)cc1	102	101	-9	-1	104	-3	-2	-5	101	101	102
56	NS(=O)(=O)c1ccc(S(=O)(=O)N2CCCC2)cc1	102	102	-3	-3	105	-1	-5	-3	97	99	100
57	C/C(Cn1nc([N+](=O)[O-])cc1C)=N\NC(=O)COc1ccccc1[N+](=O)[O-]	99	96	-1	-2	105	-4	-7	-5	102	100	99
58	O=C(Nc1nncs1)C(Sc1ccccc1)c1ccccc1 (stereo not given)	103	99	-6	-15	109	-4	-9	-15	102	105	102
59	O=C(NCc1ccccn1)C1CCCN(S(=O)(=O)c2cccc3nsnc23)C1 (stereo not given)	98	99	-9	-4	99	4	3	-7	102	101	96
60	CC12CCC(C/C1=N\N=C1\NC(=O)/C(=C\c3ccc(Cl)cc3)S1)C2(C)C (stereo not given)	97	94	-14	-9	97	-10	-11	-10	95	96	94
61	Cc1ccccc1CSc1nc(C(C)(C)C)cc(=O)[nH]1	96	97	-4	0	96	1	1	0	98	96	92
62	CC1=CC2=NC(=O)/C(=C\c3cc(C)n(-c4ccccc4F)c3C)C(=N)N2O1	105	100	-11	-9	104	-7	-7	-10	96	100	99
63	COc1nnc(-c2ccc(N3CCCCC3)c(NC(=O)C3CCCCC3)c2)c2ccccc12	102	102	-3	-2	105	0	-1	0	102	102	101
64	Cc1cc2nc(CSc3ccccc3)cc(=O)n2[nH]1	93	93	-3	-1	96	0	-2	-3	95	94	92
65	COc1ccc(OC)c(-n2c(CNC3CCN(Cc4ccccc4)CC3)nc3ccccc3c2=O)c1	94	97	-2	-1	98	-2	-3	4	100	96	95
66	Cc1ccc(-c2cn3c(=O)cc(C)[nH]c3n2)cc1	100	98	0	0	99	0	-2	1	98	99	99
67	CC1=NC(C(F)(F)F)(C(F)(F)F)C(C#N)=C(C)N1	103	101	-1	-3	102	0	0	0	99	101	101
